MC4R ag barr – activates human MC4R beta-arrestin recruitment; U2OS MC4R beta-arrestin complementation, luminescence; percent of melanotan II response, DMSO zero; P32245; actives 0.98% (n = 360,000); activation, % at 8.9 µM;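 active = activation above a per-plate cutoff, the mean activation of sample wells on that plate plus 3 SD, cut at about 8% in these data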
aDG glyco act – alpha-DG glycosylation activation; Pro5-aDG cells, alpha-DG glycosylation AlphaScreen (IIH6); 0% Pro5, 100% B10-LARGE cell signal; activation, % at 10 µM; actives 0.22% (n = 360,000); AID 624168;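 active = activation of at least 8% versus controls, or a plate z-score of at least 8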;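 also: Pro5 are CHO cells carrying HIG-tagged alpha-DG that lacks glycosylation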
m5-HT2A agonist – agonists of mouse serotonin 5-HT2A receptor (HTR2A); P35363; CHO-K1 mHTR2A beta-arrestin complementation, luminescence; percent of 30 µM serotonin response; activation, % at 7.6 µM; actives 0.66% (n = 360,000); AID 624169;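 active = activation above a run cutoff, the mean activation of all tested compounds plus 3 SD, cut at about 14% in these data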;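 also: 0% = plate median of compound wells and 100% = 30 µM serotonin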
H9c2 protect – modulators protecting cardiomyocytes from myocardial damage; actives 0.63% (n = 360,000); H9c2 cardiomyocytes, H2O2 injury protection, ATPLite, 2 h; protection from H2O2 cell death, % at 20 µM;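 active = compounds giving at least 50% protection of heart cells from peroxide-induced death in the single-dose screen, raw or plate-pattern-corrected value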;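 also: 0% = DMSO wells with peroxide and 100% = DMSO wells without peroxide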
MC4R antag cAMP – antagonists of human melanocortin 4 receptor (MC4R); P32245; MC4R-expressing cells, MTII-stimulated cAMP, LANCE TR-FRET; inhibition, % at 6.5 µM; actives 0.48% (n = 360,000); AID 540295;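 active = inhibition above its plate's cutoff, the mean of tested wells on that plate plus 3 SD, cut at about 29% in these data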;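 also: 0% = Melanotan II alone and 100% = Melanotan II plus saturating MCL0020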
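System: U2OS-MC4R stable cell line; Technique: Eu-cAMP/anti-cAMP TR-FRET, emission 671 nm; Repeats: single well per compound; Also added: Melanotan II; Dosing: one concentration, 6.5 µM nominal; Schedule: 30-min compound, 1-h challenge, 1-h detection, room temperature.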
PDI turbidity – inhibitors of human protein disulfide isomerase; P07237; PDI insulin aggregation turbidity, A650, 90 min; inhibition, % at 10 µM; actives 0.052% (n = 350,000);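 active = mean inhibition across replicates of 30% or more, whatever share of single replicates reach that level; inconclusive = mean inhibition below 30% while every single replicate reaches 30%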;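 also: absorbance from insulin aggregation driven by PDI reduction with DTT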
ABCB6 inh MLPCN – human ABCB6 transporter inhibition | Q9NP58 | K562-ABCB6 porphyrin accumulation, flow cytometry, 1 h; active compounds read low | fluorescence ratio to DMSO, % at 10 µM | actives 0.19% (n = 360,000) | AID 602162;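 active = fluorescence ratio to DMSO below 75%, the collection mean minus 3 SD; inconclusive = too few cells collected in the well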;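 also: signal is porphyrin accumulated inside mitochondria; 100% equals median channel fluorescence of DMSO control wells; lower ratio means ABCB6 inhibition with less porphyrin fluorescence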
Target sequence (Q9NP58 whole entry, looked up): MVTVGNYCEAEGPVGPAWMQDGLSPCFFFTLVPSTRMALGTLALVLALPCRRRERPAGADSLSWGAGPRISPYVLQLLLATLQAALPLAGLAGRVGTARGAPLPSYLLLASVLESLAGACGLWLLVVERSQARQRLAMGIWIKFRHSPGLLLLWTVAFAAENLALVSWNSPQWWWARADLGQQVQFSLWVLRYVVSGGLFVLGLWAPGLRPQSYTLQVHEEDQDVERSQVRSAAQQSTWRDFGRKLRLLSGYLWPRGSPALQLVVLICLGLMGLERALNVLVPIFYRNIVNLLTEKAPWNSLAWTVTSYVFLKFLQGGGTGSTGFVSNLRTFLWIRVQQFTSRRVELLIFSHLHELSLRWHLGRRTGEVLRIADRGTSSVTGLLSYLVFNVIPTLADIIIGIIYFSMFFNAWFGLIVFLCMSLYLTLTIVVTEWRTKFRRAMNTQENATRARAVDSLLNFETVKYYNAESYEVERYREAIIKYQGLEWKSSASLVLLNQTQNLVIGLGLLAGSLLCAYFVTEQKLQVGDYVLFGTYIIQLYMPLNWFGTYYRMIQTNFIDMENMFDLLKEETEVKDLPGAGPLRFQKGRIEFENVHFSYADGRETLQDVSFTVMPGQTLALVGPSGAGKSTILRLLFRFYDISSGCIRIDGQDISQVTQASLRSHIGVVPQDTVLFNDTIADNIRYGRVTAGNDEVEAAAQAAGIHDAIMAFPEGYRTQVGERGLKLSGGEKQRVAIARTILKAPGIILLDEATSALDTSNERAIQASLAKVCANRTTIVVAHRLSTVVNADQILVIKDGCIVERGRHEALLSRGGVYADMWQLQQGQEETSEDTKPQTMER
Vif inh – HIV Vif inhibition; HEK293T cells, Vif self-association by quenched fluorescence, imaging, 24 h; AID 602346; actives 0.35% (n = 340,000); inhibition, % at 7.49 µM; in the data active = inhibition above about 50%, passing the limit was not always enough; inconclusive = no clear call, values can overlap the other calls; inactive = below about 31%; also: some results filed as inactive read as strong as hits
Glyco luc inh – N-linked glycosylation inhibition; D54 ERlucT glycosylation luciferase reporter, 24 h; percent of 100 nM tunicamycin response; reporter increase, % at 12.5 µM; actives 0.23% (n = 360,000);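 active = mean luciferase reporter signal, scaled so untreated is 0 and the glycosylation-blocking control 100, at or above a set limit in every replicate; inconclusive = mean reaches the limit but not every replicate does; inactive = mean below the limit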;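 also: luciferase carries N-glycosylation sites so blocking glycosylation raises the light; 0% = median of neutral control wells and 100% = median of 100 nM tunicamycin wells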
CaV13 ICDI inh – Disruptors of the CACNA1D IQ motif to Ca2+-dependent inactivation inhibitor domain association, primary screening, Förster resonance energy transfer in intact living …. HEK cells, CFP/YFP FRET ICDI-IQ, plate reader, 10 min; percent FRET-ratio fall versus neutral wells. actives 0.098% (n = 340,000). AID 743397. inhibition, % at 12.3 µM;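 active = mean replicate inhibition of at least 30% and at least 1% of replicates passing that level; inconclusive = only one of the two criteria is met; inactive = neither criterion is met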;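 also: 0% = median of the neutral control wells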
* marks the source's active call; other numbers are inactive results; ? = inconclusive; · = not tested or not shown.

The line under a structure holds: MC4R ag barr, aDG glyco act, m5-HT2A agonist, H9c2 protect, MC4R antag cAMP, PDI turbidity, ABCB6 inh MLPCN, Vif inh, Glyco luc inh, CaV13 ICDI inh
COc1ccccc1-n1cnc2cc(C(=O)NC3CCCC3)ccc21
→ -0.4, 0.0, -3, 14, 3, 2, 88, 16, -1, -5
CC1=NN=C(c2ccccc2)C(c2c[nH]c3ccccc23)N1O (stereo unspecified)
→ -1.5, 0.1, 3, 3, 9, 5, 101, 4, 0, -5
Cc1ccc(NC(=O)CN2C(=O)NC(C)(CCc3ccccc3)C2=O)cc1 (stereo unspecified)
→ 1.8, 0.2, 9, 6, 1, -1, 91, -8, 1, -2
O=C(CN1C(=O)C2C3C=CC(C3)C2C1=O)NCc1ccc2c(c1)OCO2 (stereo unspecified)
→ -0.9, 0.7, 1, -5, 4, -1, 94, -1, 3, -4
CN(Cc1ccon1)C(=O)CC1C(=O)NCCN1Cc1cccc(F)c1F (stereo unspecified)
→ -2.8, 0.0, -7, 2, 0, -2, 102, 19, 0, -3
COC(=O)CCC(=O)OC1(C)C(=O)C=C2C=C(C3CC3)N(CCc3c[nH]c4ccccc34)C=C2C1=O (stereo unspecified)
→ -2.3, 0.3, -2, -1, 2, 14, 95, 1, 4, -5
Cc1ccc(NNC(=O)c2c(F)cccc2Cl)cc1Cl
→ -1.2, 0.0, 0, 1, 4, -6, 84, -1, 2, -4
COc1ccc(OCc2cccc(C(=O)Nn3cc([N+](=O)[O-])cn3)c2)cc1
→ -2.5, -0.1, -1, -13, -2, 0, 103, -31, -7, -5
CCc1nnc(NC(=O)CSc2nnc(COc3ccc(C)cc3)n2-c2ccccc2)s1
→ 1.1, 0.2, -6, -3, 1, -8, 99, 2, 4, -4
Cc1c(C2=CCN(S(=O)(=O)c3ccc(Br)cc3)CC2)c2ccccc2n1C
→ -0.9, -0.3, 1, -5, 6, -12, 79, 6, -2, -20
COc1ccc(C(=O)C2=NN(C(C)=O)CC2c2ccco2)cc1 (stereo unspecified)
→ -1.6, 0.1, -2, 4, 19, 2, 108, -4, 1, 12
CC1(C)CC(=O)C2=C(C1)NC(=S)C(C#N)C21CCCCC1 (stereo unspecified)
→ 0.7, -0.3, 0, 6, 18, 5, 99, 2, 1, -3
Cc1ccc(C(=O)/C=C/c2ccco2)c(O)c1
→ -0.5, 0.0, -1, -5, 6, -1, 97, 8, 13, -4
CCOc1cccc(C(=O)Nc2ccc(N(CC)CC)cc2)c1
→ -2.1, 0.1, -6, -3, -8, 1, 96, ·, 7, -4
CN(C)C1=NCCN1CC1CCCCCC1
→ -1.3, -0.1, -1, -4, 6, -19, 91, 24, 1, -11
Cc1csc(NC(=O)CCC(=O)N(CC(=O)NC2CCCCC2)c2ccccc2)n1
→ -2.3, 0.1, -1, 0, 5, -15, 97, -4, -2, -4
Cc1ccc(OCCN2CCCCCC2)c(C)c1
→ -1.7, -0.1, -1, -12, 4, -7, 99, -9, 1, ·
O=C(NC1CCS(=O)(=O)C1)c1ccccc1C(=O)c1ccccc1 (stereo unspecified)
→ 0.1, -0.3, -1, 3, 5, -5, 93, -11, 3, -5
CC(OC(=O)c1ccc([N+](=O)[O-])cc1)C(=O)NCC1CCCCC1 (stereo unspecified)
→ -1.3, -0.1, -3, -5, -1, -2, 98, ?, 4, -3
COCCC(=O)N1CCCC(C(=O)c2ccccc2SC)C1 (stereo unspecified)
→ 0.1, 0.0, -4, 10, 3, 10, 100, -2, 3, -1
C[C@H](CCC(=O)NCC(=O)O)[C@H]1CC[C@H]2C3[C@H](O)C[C@@H]4C[C@H](O)CC[C@]4(C)[C@H]3C[C@H](O)[C@]12C (stereo partly specified)
→ -0.5, -0.2, 0, -6, -1, 1, 86, -13, -1, -4
O=C(N/N=C/c1cccc(F)c1)c1ccc(Cl)cc1
→ -2.1, -0.6, -8, -11, 7, 0, 92, 5, -1, 5
CC(C)CN(C(=O)COc1ccc2ccc(=O)oc2c1)C1CCS(=O)(=O)C1 (stereo unspecified)
→ -0.4, -0.2, 5, -2, 14, -4, 96, -3, -2, -3
CN(C)N(C)C(=O)C(O)(c1ccccc1)c1ccccc1
→ -0.3, -0.4, 4, 4, 4, -7, 98, -5, 0, -4
CC(C)(O)C#Cc1ccc(CN2CCN(C3CCCCC3)C(CCO)C2)cc1 (stereo unspecified)
→ -0.9, -0.2, -3, 8, 4, -3, 100, 1, -2, 7
COc1ccc(NC2CCCN(Cc3cccc4cnccc34)C2)cc1OC (stereo unspecified)
→ -0.7, -0.1, 6, -5, 0, 5, 99, 9, 5, -5
O=C(Nc1ccc(OCCO)cc1)c1csc([C@H]2C[C@H](O)[C@@H](CO)O2)n1
→ 1.9, 0.1, -1, 13, 0, 1, 102, 8, 2, -5
CN(C)C(=O)CNc1ccn2nc(-c3cccc(OCCN4CCOCC4)c3)cc2n1
→ 0.8, 0.1, -5, 3, 9, 22, 91, 3, 2, -6
Cc1c(Cl)cccc1NC(=O)C(=O)NNC(=O)c1ccccc1F
→ -1.8, -0.3, 2, 16, -9, 9, 96, -3, 0, 1
CCOC(=O)C1CCCCN1Cc1cn(C)nc1-c1ccccc1F (stereo unspecified)
→ -2.2, 1.6, 1, 6, 5, 3, 95, -3, 0, -1

Next section; it opens with the two that closed the last part.
The line under a structure holds: MC4R ag barr, aDG glyco act, m5-HT2A agonist, H9c2 protect, MC4R antag cAMP, PDI turbidity, ABCB6 inh MLPCN, Vif inh, Glyco luc inh, CaV13 ICDI inh
Cc1c(Cl)cccc1NC(=O)C(=O)NNC(=O)c1ccccc1F
→ -1.8, -0.3, 2, 16, -9, 9, 96, -3, 0, 1
CCOC(=O)C1CCCCN1Cc1cn(C)nc1-c1ccccc1F (stereo unspecified)
→ -2.2, 1.6, 1, 6, 5, 3, 95, -3, 0, -1
Cc1ccc([C@@H]2CC(=O)[C@@H]3CN(S(=O)(=O)c4ccc(C)cc4)[C@H](c4cccc5ccccc45)C[C@@H]3N2S(=O)(=O)c2ccc(Cl)cc2)cc1
→ 0.6, -0.2, 2, -3, 5, 24, 95, 1, -4, -7
Cc1ccccc1-c1cc2nc(NCc3ccccc3F)n(C)c(=O)c2s1
→ 6.1, 0.0, -3, -16, 1, 4, 91, -1, -3, -8
CCOc1ccc(S(=O)(=O)N2CCCC(C(=O)N3CCOCC3)C2)cc1Cl (stereo unspecified)
→ 0.2, 0.2, 1, -8, 12, -9, 99, -5, 0, -7
CCOC(=O)N1CCN(C(=O)c2cn(CC)c3ccc(S(=O)(=O)N4CCCCC4)cc3c2=O)CC1
→ -1.4, 0.4, 3, 8, 11, 0, 96, -4, 2, -6
Oc1ccc(C[C@H]2CNC(=S)N2C[C@H]2CCCN2C[C@H](Cc2ccccc2)N2C[C@H](Cc3ccc(O)cc3)N(CC3CCCCCC3)C2=S)cc1
→ ·, 0.1, -3, -12, ·, ·, 99, 2, -9, -5
COc1ccc(Oc2cc(Cl)nc(N)n2)cc1
→ -2.6, -0.3, 2, 10, 9, -2, 103, 7, 0, 8
CN(C(=O)CCc1ccccc1)c1nnc(-c2ccncc2)s1
→ 3.2, -0.2, 3, -4, -10, 6, 98, 0, -1, -7
S=C(NCc1ccco1)Nc1ccc(Oc2ccc(Cl)cc2)cc1
→ 0.6, 0.1, -11, -7, 4, 6, 103, -4, -6, -2
CN(C)/C=N/c1cc(=O)n(C)c(=O)n1CC1CC1
→ -2.2, 0.0, 1, 5, 13, -1, 94, -2, 3, -4
O=C(NCCc1ccccc1)c1ccc2c(c1)OCCO2
→ 1.4, 0.0, -5, -19, 15, -4, 98, 3, -24, -6
O=C(Nc1nnc([C@H]2C[C@H](O)[C@@H](CO)O2)s1)c1cccc(Oc2ccccc2)c1
→ 3.4, 0.1, 7, 1, -2, 1, 100, -4, -1, -4
Cc1ccc(C2N(C)c3ccccc3-c3nc4ccccc4n32)o1 (stereo unspecified)
→ -1.8, 1.2, -1, 4, 5, 14, 99, ?, -2, -6
COc1cccc(CC(=O)NC2CCCN(Cc3ccccc3F)C2)c1 (stereo unspecified)
→ 1.3, -0.1, 0, 2, 17, -3, 106, 2, -1, -3
Cc1nn(C)cc1C(C(=O)NC1CCCCC1)N(CCc1ccccc1)C(=O)c1cnccn1 (stereo unspecified)
→ 1.6, 0.1, 4, -1, 2, -8, 97, -3, 0, 4
Cc1ccc(S(=O)(=O)NC(CC(C)C)C(=O)N2CCOCCOCCOCC2)cc1 (stereo unspecified)
→ 0.6, 0.0, 2, -1, 0, 12, 101, 3, -1, -7
CC(C)(C)OC(=O)N1CCC(C(=O)NCC2CCCO2)CC1 (stereo unspecified)
→ -0.4, -0.1, 2, 0, 1, 0, 103, -6, 2, -5
COc1ccc(C(=O)CSc2nc(=O)n3ccc(C)cc3n2)cc1
→ 0.4, 0.1, 2, 3, 8, 6, 90, -10, 1, -3
CCc1nc(-c2ccccc2)cc(=O)[nH]1
→ 0.5, -0.3, 1, 6, 5, -6, 97, 0, -1, -8
CN(C)c1ccc(/C=N/NC(=O)C(=O)/C=C2\NC3(CCCC3)Cc3ccccc32)cc1
→ -0.1, 0.0, -1, -6, 18, 1, 102, -9, 0, -9
S=C(NCc1ccccn1)Nc1ccc(Cl)cc1
→ -1.7, 0.0, 0, -4, 12, -6, 105, -4, 3, ·
NS(=O)(=O)c1ccc(N/N=C2/CCCCC2C2CCCCC2)c([N+](=O)[O-])c1 (stereo unspecified)
→ -1.4, -0.5, -2, -16, 10, -5, 94, -3, -5, -6
CCOC(=O)c1c(NC(=O)c2ccccc2Br)sc2c1CCc1ccccc1-2
→ 1.1, 0.1, 0, -4, 12, 1, 94, 4, 0, -3
COc1cccc(Cn2cnc(-c3ccccc3OC)c2C2CC2)c1
→ ·, 0.1, 0, ·, ·, ·, 97, ·, ·, -5

Compound activity: PubChem, several laboratories

Random draw from the library. Share with any hit: about 3.6%.
